# Source: PubChem BioAssay (The Scripps Research Institute Molecular Screening Center)
# LEDGF integ inh = blocks HIV-1 LEDGF/p75-dependent DNA integration; AID 743269; TR-FRET IN-LEDGF/p75 DNA integration, Eu/Cy5; inhibition, % at 3.7 µM; 370,000 tested, 0.64% active;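 active = inhibition above the screen-wide mean plus 3 SD, cut at about 13% in these data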;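 note: signal is the Cy5 over europium emission ratio at 671 and 618 nm; 0% = plate median of compound wells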
# PG9 Ab binder = PG9 antibody binding by small molecule. TR-FRET gp120-PG9 antibody binding. inhibition, % at 6.7 µM. 360,000 tested, 0.43% active. AID 624416; in the data active = inhibition above about 8.5%
# TCR-CD3 inh = inhibitors of human TCR-CD3 interaction | AID 651800 | TAMRA-labeled TCR probe fluorescence, biochemical | inhibition, % at 9.4 µM | 360,000 tested, 0.37% active; in the data active = inhibition above about 19%;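 note: recombinant mutant TCR 2C K166C tagged with TAMRA read by polarization; 0% = receptor in buffer alone and 100% = receptor with positive control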
# UHRF1 binding = human UHRF1 methylated DNA binding inhibitors. inhibition, % at 4.4 µM. 370,000 tested, 0.75% active. UHRF1 binding to methylated oligo, TR-FRET. Q96T88; in the data active = inhibition above about 21%;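 note: UHRF1 SRA domain binding a hemimethylated CpG hairpin DNA probe; 0% = median of test compound wells and 100% = reference inhibitor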
# TDP2 inh = blocks human TDP2 phosphodiesterase activity | O95551 | 370,000 tested, 0.34% active | recombinant TDP2, T5PNP hydrolysis, p-nitrophenol absorbance 415 nm | inhibition, % at 12.8 µM;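 active = inhibition above the mean of all tested compounds plus 3 SD, set per campaign, cut at about 25% in these data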;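 note: 0% = DMSO with enzyme and 100% = buffer with substrate but no TDP2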
#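 test system = human TDP2 enzyme | input = TDP2 enzyme at 120 nM final | medium = 50 mM Tris-HCl pH 7.5 with Mg2+, KCl, DTT, BSA | also added = T5PNP substrate, 5 mM | times = 2 h at 37 °C | technique = epi absorbance | benchmarks = high control without enzyme, low control DMSO plus TDP2 | replication = each compound tested once, singlicate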
# PRMT1 FP inh = PRMT1 (human) inhibition, primary screen; Q99873; recombinant PRMT1, activity-based probe fluorescence polarization; inhibition, % at 2.79 µM; 370,000 tested, 1.3% active; AID 652257;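 active = inhibition above about 21% made by adding two undisclosed values, limit read from the data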
# Tn7 DDE FP = inhibitors of Tn7 peptide binding to human fibrin DD(E); P02675; FP displacement of FITC-Tn7 peptide from fibrin DD(E); 0% = median of compound wells per plate; inhibition, % at 8.3 µM; 370,000 tested, 0.13% active;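 active = inhibition above the mean of compounds falling within the control limits plus 3 SD of them, cut at about 14% in these data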;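 note: 0% = plate median of compound wells and 100% = 10 µM Aha-Tn7 peptide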
# Target sequence (P02675 whole entry, looked up): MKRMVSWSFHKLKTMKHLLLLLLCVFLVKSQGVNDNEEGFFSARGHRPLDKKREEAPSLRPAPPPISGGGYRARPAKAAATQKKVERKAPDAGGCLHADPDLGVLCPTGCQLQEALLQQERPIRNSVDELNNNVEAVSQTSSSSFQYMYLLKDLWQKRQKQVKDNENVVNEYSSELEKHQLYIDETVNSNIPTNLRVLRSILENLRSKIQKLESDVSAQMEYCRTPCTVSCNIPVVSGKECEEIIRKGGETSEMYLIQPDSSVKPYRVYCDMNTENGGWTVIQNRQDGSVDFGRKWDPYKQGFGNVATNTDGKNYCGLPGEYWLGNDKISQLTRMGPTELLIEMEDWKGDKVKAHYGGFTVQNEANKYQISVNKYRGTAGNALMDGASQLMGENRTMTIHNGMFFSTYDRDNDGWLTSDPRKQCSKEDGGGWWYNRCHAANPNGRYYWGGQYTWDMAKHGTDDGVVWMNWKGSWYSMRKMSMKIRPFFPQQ
#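 Measure: % inhibition scaled between sample-field median and high-control FP; Test system: human fibrin DD(E); Quantity: 2 µM final DD(E) protein; Doses: one dose, 8.3 µM nominal; Schedule: compound with protein 10 min, then 3 h after probe, room temperature; Detection: fluorescence polarization; Medium: Tris buffer with calcium and detergent, pH 7.8.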
# SIAE inh = blocks human sialic acid acetylesterase; AID 1053197; 370,000 tested, 0.69% active; Q9HAT2; inhibition, % at 9.66 µM; SIAE FP-Rh probe binding, fluorescence polarization;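 active = inhibition above a cutoff: mean of compounds within the control limits plus 3 SD of those, cut at about 17% in these data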;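 note: 0% = plate median of compound wells and 100% = probe without SIAE protein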
# ABHD4 inh = ABHD4 (mouse) inhibition, primary FP screen; purified mABHD4, FP-Rh probe fluorescence polarization; inhibition, % at 8.92 µM; 370,000 tested, 0.54% active; AID 720543;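 active = inhibition exceeding the mean over every tested compound plus 3 SD, cut at about 30% in these data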;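 note: 0% = plate median of compound wells and 100% = S159A mutant with DMSO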
# Target sequence (Q8VD66 whole entry, looked up): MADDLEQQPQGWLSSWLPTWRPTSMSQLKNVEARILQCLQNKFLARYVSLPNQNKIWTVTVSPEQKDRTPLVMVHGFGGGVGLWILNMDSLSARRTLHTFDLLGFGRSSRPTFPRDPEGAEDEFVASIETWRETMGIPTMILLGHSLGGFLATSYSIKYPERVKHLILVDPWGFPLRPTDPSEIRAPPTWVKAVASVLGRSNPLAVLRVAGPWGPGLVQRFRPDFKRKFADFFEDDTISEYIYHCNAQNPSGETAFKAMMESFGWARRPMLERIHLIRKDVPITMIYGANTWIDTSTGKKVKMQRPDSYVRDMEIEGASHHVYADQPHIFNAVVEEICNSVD
#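 Test system: mABHD4 protein | Buffer or medium: HEPES pH 7.0 buffer, 150 mM NaCl, 0.01% Pluronic F-127 | Probe or stimulus: FP-Rh fluorescent activity-based probe, added after compound pre-incubation | Timing: Pre-incubation 45 min, probe exposure 60 min, at 25 °C | Technique: Fluorescence polarization, excitation 525 nm, emission 598 nm, BODIPY TMR filters | Repeats: Single well per compound (singlicate)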
# HTRA1 inhibitor = inhibitors of human serine peptidase HTRA1 | Q92743 | recombinant HTRA1, FP-rhodamine activity-based probe, fluorescence polarization | inhibition, % at 5.96 µM | 340,000 tested, 0.5% active | AID 504803; in the data active = inhibition above about 36%;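 note: 0% = enzyme with DMSO and 100% = wells lacking enzyme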
# * = called active by the depositor; nt = no result given. Hits appear at their usual frequency. About 4.2% of those tested had a hit in this group.
LEDGF integ inh	PG9 Ab binder	TCR-CD3 inh	UHRF1 binding	TDP2 inh	PRMT1 FP inh	Tn7 DDE FP	SIAE inh	ABHD4 inh	HTRA1 inhibitor	smiles
-5	nt	nt	-1	-3	1	-12	2	6	nt	COC(=O)C[C@H]1CC[C@H]2[C@H](COc3ccc(NS(=O)(=O)c4ccccc4C)cc3C(=O)N2C)O1
-7	-1.6	-12	0	-3	6	4	-3	9	-13	Cc1ccc(O)c(NC(=O)C2=CC(c3cccs3)=NS(=O)(=O)N2C)c1
-3	-1.0	7	1	2	-2	0	-5	-7	-3	O=C(Cn1cnc2c(nnn2-c2cccc(Cl)c2)c1=O)N1CCOCC1
-2	0.8	-4	0	-5	0	-2	6	-4	-2	CCCCOC(=O)Sc1nc2ccccc2o1
-1	-3.8	2	-2	-6	-1	4	-11	-5	-9	O=c1ccn(-c2cccc(C(F)(F)F)c2)nc1-c1ccn(-c2ccccc2F)n1
4	1.8	-5	10	-14	4	10	-1	-6	-2	Cc1ccc(C(=O)NCC(=O)N2CCN(c3cccc(Cl)c3)CC2)s1
0	-0.7	-6	1	2	-1	-4	-21	-15	-37	CCc1ccc(OCC(=O)NC(=S)Nc2ccc(S(=O)(=O)NC3CCCCC3)cc2)cc1
-7	0.3	-9	3	-3	2	0	-1	-8	-14	O=C(Cn1c(C(F)(F)F)nc2ccccc21)OCC(=O)c1c[nH]c2ccccc12
1	-0.7	2	-1	-14	-1	-3	0	-1	-5	COCCNS(=O)(=O)c1cc(F)ccc1OC
-2	-0.7	0	0	-1	-5	-4	-5	-1	0	Cc1ccccc1OCC(=O)NNC=O
1	0.2	5	2	23	2	9	1	0	7	CC1(C)SC2c3ccccc3C(=O)N2[C@@H]1C(=O)NC1CC1 (some centres undefined)
0	-0.6	-3	0	14	4	5	-1	-5	-10	Cc1cc(C)c(S(=O)(=O)N2CCN(C3CC(=O)N(c4ccccc4Cl)C3=O)CC2)c(C)c1 (centres undefined)
6	-0.5	1	-4	14	0	4	3	-2	-6	CC#CCN1c2ccccc2[C@]23C[C@@H](C(=O)OC)N(C(=O)NCCBr)C2=NC(C(=O)OC)=C(C(=O)OC)[C@H]13
4	-2.8	-4	1	-12	-1	10	7	-9	7	CCNC(=O)CC1C(=O)N(c2cccc(C)c2)C(=O)N1CCC(C)C (centres undefined)
1	-1.3	-2	2	5	1	-2	0	3	-3	CCN(C[C@H]1N[C@@](Cc2ccccc2)(C(=O)OC)[C@H]2C(=O)N(C)C(=O)[C@@H]12)C(=O)NC(C)C
0	-2.5	10	5	-24	-3	0	-6	-5	2	Cc1cc(C(=O)OCC(=O)c2cccc([N+](=O)[O-])c2)c2ccccc2n1
0	-2.6	3	-4	20	-2	-3	4	3	-3	Nc1nc(-c2ccccc2)cn1/N=C/c1ccccc1
-5	0.5	-13	1	-9	88*	0	6	16	-1	O=c1c2ccccc2sn1-c1cc(S(=O)(=O)N2CCOCC2)ccc1N1CCCC1
-2	-1.1	-5	4	-5	32*	5	-1	10	-4	O=C1CS/C(=C\S(=O)(=O)c2ccc(Cl)cc2)N1
-4	1.3	5	0	-2	1	0	0	-1	3	O=C1N(c2ccccc2)C[C@@H]2C[C@@H](c3cccc4c3OCO4)N3CCC[C@@]123
-2	-1.8	0	0	11	0	2	6	-1	1	O=C(NCC1CCCO1)c1cccc(Oc2ccccc2)c1 (centres undefined)
-4	-0.5	-4	3	-7	83*	6	3	3	-15	COc1ccc(C2CC(c3cccs3)=Nc3ccccc3S2)cc1 (centres undefined)
-2	nt	nt	0	2	0	2	2	1	nt	Cc1ccc(S(=O)(=O)N(C)[C@H]2C[C@H]3c4cc(-c5ccccc5C)ccc4CCN3C[C@H]2[C@H](C)O)cc1
-1	1.8	8	-1	0	0	-4	-1	5	-3	CCOC(=O)CNC(=O)Nc1cc(C(C)(C)C)nn1-c1ccccc1
2	-3.2	-3	3	-16	-3	-7	-5	-4	3	CCOC(=O)N1CCC(Nc2nc3ccccc3n3cnnc23)CC1
0	0.7	0	-2	2	-2	0	0	1	0	CC(=O)N(NC(=O)c1ccccc1Cl)C1CC(=O)N(c2ccc(C)cc2)C1=O (centres undefined)
-3	nt	nt	-2	-3	6	4	-1	-1	nt	FC(F)(F)c1cccc(N2CCN(C(=S)Nc3nccc4ccccc34)CC2)c1
-1	-0.5	7	1	-9	0	-2	0	2	4	Nc1cc(S(=O)(=O)C(F)(F)F)ccc1C(=O)O
3	2.6	6	-3	0	0	-6	0	-5	6	Cc1c(Cc2ccccc2)c(=O)oc2c(C)c(OCC(=O)NCc3ccccn3)ccc12
0	nt	nt	-1	-7	2	7	11	4	nt	COC(=O)[C@]12C[C@H](CC(=O)N3CCN(C(=O)C4CC4)CC3)C(=O)N(Cc3ccco3)C1=C[C@H](C1CCCC1)O[C@@H]2C
-2	1.8	-7	9	-5	0	5	-18	-4	0	Cc1ccc2cc3cc(C(=O)NCc4ccc5c(c4)OCO5)oc3nc2c1
-1	-0.4	1	2	3	-2	-4	-1	2	-4	CCCCCCC(=O)Nc1ccc(Cl)cn1
5	-1.8	-7	6	6	-3	-2	-3	-2	nt	CCn1c(SCC(=O)Nc2ccc(OC)cc2)nc2nc3c(cc2c1=O)COC(C)(C)C3
-2	-0.4	0	2	2	4	-1	-5	-2	3	COc1ccc(CCNC(=O)c2ccc(OC)c(OC)c2)cc1OC
2	2.2	-2	-5	4	-2	-2	9	4	nt	Cc1nc2c(OCc3ccc(Cl)cc3)cccn2c1N(C)Cc1cccs1
0	1.7	-1	-3	7	-1	-3	-3	4	4	CC(C)(C)C1=NN(C(=O)c2ccccc2)C(O)(C(C)(C)C)C1 (centres undefined)
3	0.0	-4	-4	-8	-1	-3	-1	-8	-11	O=C(CCCOc1ccc(Cl)cc1Cl)N/N=C/c1ccco1
0	-1.6	7	-1	7	-1	-6	5	-1	nt	CCc1nc2c(OCc3ccccc3)cccn2c1N(C)C(=O)c1ccc2c(c1)OCO2
1	2.4	2	-4	9	2	9	7	-4	9	Cc1ccc2cc(CN(CC(C)C)S(=O)(=O)c3cccc4nonc34)c(=O)[nH]c2c1
3	0.7	-6	1	5	-1	-2	3	0	-1	CC(C)CC(=O)Nc1ccc(C(=O)NN2C(=O)c3ccccc3C2=O)cc1
-1	1.7	6	-3	-5	-5	4	-7	-4	-7	CCOc1ccc(/C=C(\C#N)C(=O)c2c(C)[nH]c3ccccc23)cc1OC
0	-4.2	6	-3	-4	3	-4	2	0	-7	Cc1ccc(C(=O)C2CCN(CC(=O)Nc3ccc(N(C)C)cc3)CC2)cc1
4	0.0	3	0	4	-3	1	6	-2	nt	COC(=O)[C@]12C[C@H](CC(=O)N3CCOCC3)C(=O)N(CCC3=CCCCC3)C1=C[C@H](C(C)(C)C)O[C@@H]2C
-2	1.0	-6	0	5	2	6	5	-4	4	O=C(O)c1cc(S(=O)(=O)NCCN2CCNC2=O)ccc1O
-1	-1.0	-6	-1	3	5	8	0	-5	5	Cc1cc(C)n(C(=O)CCCCCCCCC(=O)n2nc(C)cc2C)n1
4	-0.1	-5	-2	-2	-1	7	5	-4	-12	COC(=O)[C@H](CC(C)C)N(Cc1ccccc1)S(=O)(=O)N(Cc1ccc(OC)cc1)[C@@H](CC(C)C)C(=O)OC
-5	-0.8	-4	0	5	4	4	5	4	2	Cc1nc2ncnn2c(C)c1Cc1cccc(F)c1
-2	nt	nt	1	-3	0	-1	-5	2	nt	C=CCN(CC#CC(=C)C)Cc1ccc(OC)cc1OC
1	-0.2	-1	1	-1	-1	-4	-7	-4	1	COc1ccc(/C(N)=N/OC(=O)c2ccc(C)c([N+](=O)[O-])c2)cc1OC
1	-0.7	-6	-4	7	0	0	0	2	-5	COc1cc(/C=N/NC(=O)C(=O)N2CCCC2)ccc1O
0	-0.1	2	-3	1	2	-5	1	3	-3	CC(=O)OCC(=O)C1(O)CCC2C3CCC4=CC(=O)CCC4(C)C3(Cl)C(O)CC21C (centres undefined)
0	0.3	9	-1	5	-2	6	-2	0	nt	COc1ccc(Cc2c(-c3ccc(C)cc3)nc3cc(C)c(Br)c(C)n23)c(C)c1
-1	0.4	-3	2	-5	4	3	-5	-14	-12	Cc1[nH]c2ccccc2c1C(=O)C(=O)N1CCCc2ccccc21
-1	4.9	1	6	-15	8	-2	-1	-15	-6	Clc1ccccc1-c1nnc2sc(C3COc4ccccc4O3)nn12 (centres undefined)
0	0.7	-1	-4	-10	-2	3	5	2	nt	CCc1nc2c(OCC(=O)c3ccc(Cl)cc3Cl)cccn2c1N(C)C(=O)COc1ccccc1
2	-0.3	-2	4	4	-1	4	13	4	4	CC(C)c1ccccc1OCCCN1CCCC1

# 3 entries from above, bar-delimited:
Compound | LEDGF integ inh | PG9 Ab binder | TCR-CD3 inh | UHRF1 binding | TDP2 inh | PRMT1 FP inh | Tn7 DDE FP | SIAE inh | ABHD4 inh | HTRA1 inhibitor
COc1cc(/C=N/NC(=O)C(=O)N2CCCC2)ccc1O | 1 | -0.7 | -6 | -4 | 7 | 0 | 0 | 0 | 2 | -5
COc1ccc(Cc2c(-c3ccc(C)cc3)nc3cc(C)c(Br)c(C)n23)c(C)c1 | 0 | 0.3 | 9 | -1 | 5 | -2 | 6 | -2 | 0 | nt
CCc1nc2c(OCC(=O)c3ccc(Cl)cc3Cl)cccn2c1N(C)C(=O)COc1ccccc1 | 0 | 0.7 | -1 | -4 | -10 | -2 | 3 | 5 | 2 | nt

# Other results follow:
LEDGF integ inh	PG9 Ab binder	TCR-CD3 inh	UHRF1 binding	TDP2 inh	PRMT1 FP inh	Tn7 DDE FP	SIAE inh	ABHD4 inh	HTRA1 inhibitor	smiles
-3	-1.0	-9	3	-5	6	-5	-5	0	-9	CC12CCC(=O)N1C(C(=O)Nc1nc(-c3ccc(F)cc3)cs1)CS2 (centres undefined)
2	0.6	-11	-4	8	-4	1	8	4	nt	O=C1NC[C@H](CCCCN2C[C@H](Cc3ccc(O)cc3)N(CCc3ccccc3)C(=O)C2=O)N(CCc2ccccc2)C1=O
0	1.1	0	5	-7	2	0	2	4	4	Cc1[nH]c2ccccc2c1C(=O)CSc1ncn[nH]1
4	0.0	-2	6	-7	0	1	-9	-15	-6	O=S(=O)(/C=C/c1ccccc1)Oc1ccccc1
6	-0.2	-10	3	-8	1	2	0	-5	6	CC(=O)N1CCN(S(=O)(=O)c2ccc3c(c2)CCC(=O)N3)CC1
7	1.1	0	-4	9	2	-8	-2	1	2	COc1ccc2[nH]c(=O)c(CN(Cc3cccnc3)Cc3nnnn3CC3CCCO3)cc2c1 (centres undefined)
1	-0.5	2	0	4	0	5	10	2	-6	CC(Oc1ccccc1Cl)C(=O)Nc1ccc(S(=O)(=O)Nc2nccs2)cc1 (centres undefined)
